Kir21 block: Kir2.1 (mouse) channel inhibition | B-score at 10 µM | P35561 | HEK293-Kir2.1, FluxOR thallium flux fluorescence; active compounds read low | hit rate 0.85% among 310,000;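 active = fluorescence ratio B-score at or below minus 3 SD of library scores, with starting-brightness B-score within 2 SD, cut at about -4.2 in these data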;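 note: channel flux triggered by added potassium and thallium sulfate stimulus; B-score of peak minus minimum fluorescence over baseline after thallium stimulus; more negative B-score means stronger Kir2.1 block with less thallium influx; some compounds called inactive have numbers as strong as hits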
Target sequence (P35561 whole entry, looked up): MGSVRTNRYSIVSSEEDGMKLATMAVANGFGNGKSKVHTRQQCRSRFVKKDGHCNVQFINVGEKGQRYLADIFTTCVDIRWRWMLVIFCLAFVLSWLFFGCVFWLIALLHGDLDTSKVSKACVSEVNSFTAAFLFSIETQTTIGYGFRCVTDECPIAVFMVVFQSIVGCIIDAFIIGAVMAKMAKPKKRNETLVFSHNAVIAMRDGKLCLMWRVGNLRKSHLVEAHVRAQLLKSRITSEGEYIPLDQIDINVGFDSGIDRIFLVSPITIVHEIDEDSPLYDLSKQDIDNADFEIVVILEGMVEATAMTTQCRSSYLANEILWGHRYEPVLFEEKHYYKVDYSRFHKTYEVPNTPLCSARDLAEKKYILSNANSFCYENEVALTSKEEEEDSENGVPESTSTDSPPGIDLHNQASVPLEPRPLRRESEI
CHT block: inhibits the human high affinity choline transporter; Q9GZV3; CHT-expressing cells, membrane potential dye, choline response; active compounds read low; B-score at 10 µM; hit rate 0.86% among 310,000; AID 488975;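 active = B-score over 3 SD under the library average, and starting fluorescence ratio not unusually high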;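 note: choline stimulus applied at its EC90 after an EC20 pre-addition; B-score computed on integrated fluorescence ratio after choline addition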
Target sequence (Q9GZV3 whole entry, looked up): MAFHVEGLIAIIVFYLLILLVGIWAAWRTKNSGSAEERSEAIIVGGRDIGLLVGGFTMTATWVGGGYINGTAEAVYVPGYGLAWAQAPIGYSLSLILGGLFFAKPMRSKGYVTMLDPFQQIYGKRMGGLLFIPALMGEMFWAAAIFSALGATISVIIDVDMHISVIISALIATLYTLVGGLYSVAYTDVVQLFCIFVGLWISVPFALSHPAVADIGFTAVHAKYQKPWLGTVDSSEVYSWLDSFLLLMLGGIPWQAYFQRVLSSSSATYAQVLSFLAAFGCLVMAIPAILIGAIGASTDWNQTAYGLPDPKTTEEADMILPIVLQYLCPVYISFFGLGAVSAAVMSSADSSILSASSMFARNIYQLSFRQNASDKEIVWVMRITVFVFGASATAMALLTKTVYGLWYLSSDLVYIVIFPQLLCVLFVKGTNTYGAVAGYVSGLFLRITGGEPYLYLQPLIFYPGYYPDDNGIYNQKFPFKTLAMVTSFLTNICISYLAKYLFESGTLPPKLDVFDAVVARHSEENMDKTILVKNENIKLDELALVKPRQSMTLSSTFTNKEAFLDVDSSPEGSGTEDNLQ
* hit, by the source's call; i = inactive; · = not tested or not shown.

SMILES | Kir21 block | CHT block
O=C(CSc1n[nH]c(-c2cccs2)n1)NC1CCS(=O)(=O)C1 (stereo not given) | 1.2 | i
CN(CCC#N)C(=O)COC(=O)c1c2c(nc3ccccc13)/C(=C/c1ccco1)CC2 | -1.2 | i
O=C(Cc1nn[nH]n1)Nc1cc(Cl)cc(Cl)c1 | -0.01 | i
CCO/C=C/C(=O)N(C)CCC#N | 1.1 | i
CCC(C(=O)NCc1ccccn1)n1c2ccccc2c2nc(=O)cc(C)n21 (stereo not given) | -0.01 | i
CCOC(=O)c1[nH]c2ccc(Br)cc2c1NC(=O)CCN1CCOCC1 | -0.9 | i
C/C(=N\NC(=O)c1ccccc1)c1ccc(NC(=O)c2cccs2)cc1 | 0.87 | i
Cc1ccc2cc(C)c(N3CCN(c4ccccn4)CC3)nc2c1 | -0.15 | i
O=C(CSc1nc2ccccc2c(=O)n1NC(=O)Cc1ccccc1)NCc1ccccc1 | 0 | i
O=C(O)CCc1nn2c3ccccc3nc2n(Cc2ccccc2)c1=O | -0.83 | i
C(=C\c1ccccc1)/C=N/N1CCN(c2ccccn2)CC1 | 0.04 | i
Cc1nc2c(-c3ccc(F)cc3)c(C)nn2c(C)c1CCC(=O)N1CCN(c2ccc(F)cc2)CC1 | -0.22 | i
CCCNC(=O)Cn1nc(C(F)(F)F)c2c1CCC2 | -0.54 | i
COCc1ccc(C(=O)N2CCCC(CNC(=O)c3ccc(F)cc3)C2)o1 (stereo not given) | 0.46 | i
COc1ccc(C)cc1NC(=O)CSc1nnc2ccc(-c3ccccn3)nn12 | 0.98 | i
Cc1cc(Cl)ccc1NC(=O)Nc1c(C)n(-c2ccccc2)c(=O)n1C | -0.12 | i
N/C(=N\OC(=O)C12CC3CC(CC(C3)C1)C2)c1ccccn1 | 0.65 | i
O=C(Nc1nn(Cc2ccc(Cl)cc2)cc1Br)c1ccc(COc2ccccc2Cl)o1 | -1.4 | i
CCCCNC(=O)c1onc(CSc2cccc(F)c2)c1C(=O)O | -0.15 | i
COc1cc(C=O)ccc1OC(=O)c1ccncc1 | -1.5 | i
COCCN(C(=O)c1ccccc1OC1CCN(S(C)(=O)=O)CC1)C(C)C | -0.02 | i
CC(C)(C)c1ccc(-c2noc(CCC(N)=O)n2)cc1 | -1.5 | i
O=c1[nH]c2cccnc2n1-c1cccc([N+](=O)[O-])c1 | 1.1 | i
COc1ccc(-n2c(N3CCN(C)CC3)nc3sc4c(c3c2=O)CCCCC4)cc1 | -0.3 | i
CN(C)S(=O)(=O)c1ccc(NC(=O)COc2ncnc3c2cnn3-c2ccccc2)cc1 | -1.2 | i
O=C(Cn1cnc2c(nnn2Cc2ccc(Cl)cc2)c1=O)c1ccccc1 | -0.55 | i
CCN1C(=O)N/C(=C/c2cc(C)n(Cc3ccccc3)c2C)C1=O | 0.02 | i
CCOC(=O)Cc1nnc(NC(=O)COc2ccc(C)cc2)s1 | 0.46 | i
C[C@H](NC(=O)c1nc[nH]c1C(=O)NCC(=O)OCc1ccccc1)c1ccccc1 | -0.05 | i
CCCOc1ccc(C(=O)CCC(=O)OCC(=O)N2CC(=O)Nc3ccccc32)cc1 | 0.05 | i
O=C(O)COc1ccc(/C=N/NC(=O)Cc2ccc(Cl)cc2)cc1 | -0.72 | i
COc1cc(NC2c3ccccc3C(=O)N2c2cc(C)ccn2)cc(OC)c1OC (stereo not given) | -0.06 | i
CCOc1ccc(C(=O)NCC(=O)OCC(=O)Nc2ccccc2OCC)cc1 | 0.96 | i
NC(=O)c1nsc(C(=O)N(c2ccccc2)C(C(=O)NCc2ccc(F)cc2)c2ccco2)c1N (stereo not given) | 0.01 | i
c1ccc(Sc2ccccn2)cc1 | -0.53 | i
O=c1c2sc(-c3ccccc3)cc2nc2n1CCCCC2 | 0.78 | i
O=C(Nc1ccc(S(=O)(=O)N2CCOCC2)cc1)c1ccc2c(c1)S(=O)(=O)c1ccccc1C2=O | 0.72 | i
COCCNC(=O)CSc1nc(-c2ccccc2)c(-c2ccccc2)o1 | -0.09 | i
COc1cccc(-c2nc(CS(=O)(=O)CC(=O)NC3CCCCC3C)c(C)o2)c1 (stereo not given) | 1.1 | i
CC1(C)CC(=O)C(C(c2cc([N+](=O)[O-])ccc2Cl)C2C(=O)CC(C)(C)CC2=O)C(=O)C1 | -0.28 | i
COc1cccc(NC(=O)CSc2ccc3nnc(-c4cccnc4)n3n2)c1 | 1.2 | i
CC(C)COc1ccc(C(=O)OCCN2CCCCC2)cc1 | 0.01 | i
COC(=O)COc1ccc2c(c1C)O/C(=C\c1ccco1)C2=O | -0.06 | i
O=C(COc1ccc(F)cc1)Nc1nnc(S(=O)(=O)N2CCCC2)s1 | -0.41 | i
Cc1nn(-c2ccc(F)cc2)c(Cl)c1/C=C1\C(=O)Nc2ccccc21 | -0.81 | i
Cc1cc(C)c(S(=O)(=O)N2CCCCC2CCNC(=O)C(=O)NC2CC2)c(C)c1 (stereo not given) | -4.1 | i
COc1ccc(C(=O)O)cc1S(=O)(=O)N(C)C | 0.21 | i
COc1ccnc(-n2cccc2/C=N/O)c1C#N | -0.74 | i
O=C(CCC(=O)Nc1ccccc1Cl)N/N=C/c1ccccc1 | -2.1 | i
COc1cc(NC(=O)c2cc(S(=O)(=O)N3CCCCC3)ccc2N2CCOCC2)cc(OC)c1 | -0.2 | i
Cc1ccc(OCCCCN(C)Cc2ccccc2)c(Br)c1 | -13* | i
O=C(CNC(=O)c1ccc(Cl)c([N+](=O)[O-])c1)NCC1CCCO1 (stereo not given) | 0.66 | i
COc1ccc2c(C)nc(Nc3nc(C)cc(C)n3)nc2c1 | -1.3 | i
O=C(NC(Nc1ncccn1)C(=O)c1ccccc1)c1ccccc1 (stereo not given) | 0.15 | i
COc1ccccc1NC(NC(=O)c1ccccn1)C(Cl)(Cl)Cl (stereo not given) | 0.36 | i
Cc1cnc(N2C(=O)c3ccc([N+](=O)[O-])cc3C2=O)s1 | 0.18 | i
Cc1cccc(NC(=O)CSc2nnc3ccc(-c4ccccn4)nn23)c1 | -0.04 | i
COc1ccc(Cl)cc1NC(=O)c1cnc2sccn2c1=O | -0.02 | i
Cc1ccc(NC(=O)CN(C)CC(=O)Nc2ccc(N3CCOCC3)cc2)cc1F | -0.54 | i
Cc1ccccc1NC(=O)c1ccc(S(=O)(=O)N(C)C)cc1 | -1.2 | i

Additional compounds
SMILES | Kir21 block | CHT block
COc1cccc(CN(C(=O)Cc2c[nH]c3ccccc23)C(C(=O)NC2CCCCC2)c2ccc(C)o2)c1 (stereo not given) | 0.35 | i
COc1ccccc1N1CCN(C(=O)c2cc3cc(Cl)ccc3[nH]2)CC1 | -1.2 | i
CC(C)Cn1c(CN2CCCCC2C)nc2c1c(=O)n(C)c(=O)n2C (stereo not given) | -0.07 | i
Cn1c(CNC(=O)CCNC(=O)c2ccccc2F)cc(=O)n(C)c1=O | 0.16 | i
CCc1ccc(N2CCN(CCNC(=O)Nc3ccccc3)CC2)cc1 | 0.93 | i
COc1ccc(C2=NS(=O)(=O)N(C)C(C(=O)NCc3cccs3)=C2)cc1OC | -1.7 | i
COc1ccc(NC(=O)c2cc(C)nc3ccccc23)cc1S(=O)(=O)Nc1ccccc1Cl | -0.03 | i
CCCNC(=O)COC(=O)c1ccc(S(=O)(=O)N2CCCCCC2)cc1 | 0.58 | i
COc1ccc(NC(=O)c2cnc(SC)nc2C)c(OC)c1 | -0.12 | i
CCc1c(C)nc(SCC(=O)N2CCc3ccccc32)[nH]c1=O | -0.13 | ·
Cc1ccc(C(=O)CCC(=O)Nc2ccccc2C)cc1C | -0.36 | i
Nc1nonc1NC(=O)NN=C1CCCCC1 | 1.2 | i
Cc1ccc(N=Cc2c(O)c3ccccc3oc2=O)cc1F | -2.1 | i
CC(C)Oc1ccc(/C=N/NC(=O)c2ccc(N(Cc3ccccc3)S(C)(=O)=O)cc2)cc1 | -2.5 | i
Cc1ccc(NC(=O)c2ccc(=O)n(CC(=O)Nc3ccccc3)n2)cc1 | 0.08 | i

Another view of some results above.
| compound | Kir21 block | CHT block |
| --- | --- | --- |
| CCCNC(=O)COC(=O)c1ccc(S(=O)(=O)N2CCCCCC2)cc1 | 0.58 | i |
| COc1ccc(NC(=O)c2cnc(SC)nc2C)c(OC)c1 | -0.12 | i |
| CCc1c(C)nc(SCC(=O)N2CCc3ccccc32)[nH]c1=O | -0.13 | · |
| Cc1ccc(C(=O)CCC(=O)Nc2ccccc2C)cc1C | -0.36 | i |
| Nc1nonc1NC(=O)NN=C1CCCCC1 | 1.2 | i |
| Cc1ccc(N=Cc2c(O)c3ccccc3oc2=O)cc1F | -2.1 | i |

(next part)
SMILES | Kir21 block | CHT block
COC(=O)c1[nH]c2ccc(Cl)cc2c1NC(=O)c1ccccc1[N+](=O)[O-] | 0.5 | i
CC(C)(C)OC(=O)N/N=C\c1ccc(OC(=O)c2ccco2)cc1 | -0.24 | i
C/C(=N\NC(=O)COc1ccccc1[N+](=O)[O-])c1cccs1 | -0.45 | i
Cc1ccccc1CN1C(=O)c2ccccc2Sc2ccc(C(=O)NCCCN3CCOCC3)cc21 | -1.9 | i
O=C(/C=C/c1cccs1)N1CCC2(CC1)Oc1ccc(F)cc1C(=O)C21CC(c2ccc(Cl)cc2)=NO1 (stereo not given) | -0.08 | i
COc1ccc(CN2CCCCCC2)cc1OC | -0.4 | i
COC(=O)c1ccc(NC(C)=O)o1 | 0.75 | i
Cc1cc(C)n2nc(SCC#N)nc2n1 | -0.23 | i
CC1CCCN(Cc2nc3c(c(=O)n(C)c(=O)n3C)n2Cc2c(F)cccc2Cl)C1 (stereo not given) | -1.2 | i
CC1(C)NC(=O)N(CCCCOc2cccc(C(F)(F)F)c2)C1=O | 0.37 | i
O=C(Nc1nnc(CCN2CCCCC2)s1)c1ccc(Br)cc1 | 0.08 | i
O=C(CN1CCN(c2ccc(F)cc2)CC1)c1ccc2c(c1)OCO2 | 1.4 | i
COC(=O)c1cn(C(C)C(=O)NCc2ccco2)c2ccccc12 (stereo not given) | -0.11 | i
Cc1cc(NC(=O)CCCS(=O)(=O)c2nc(-c3cccs3)cc(C(F)(F)F)n2)no1 | 2.8 | i
CCN1/C(=C/C=C/C=C/c2sc3ccccc3[n+]2CC)Sc2ccccc21 | -3.9 | i

Look-ups from the results shown.
CC(C)Oc1ccc(/C=N/NC(=O)c2ccc(N(Cc3ccccc3)S(C)(=O)=O)cc2)cc1 in Kir21 block: -2.5
COc1ccc(Cl)cc1NC(=O)c1cnc2sccn2c1=O in Kir21 block: -0.02

Remaining list, next part.
SMILES | Kir21 block | CHT block
CCN(CC)CCCNC(=S)N1CCn2c(nc3ccccc32)C1 | 0.37 | i
Cc1cc(N2CCOCC2)nc(-c2ccc([N+](=O)[O-])cc2)n1 | 0.05 | i
CC(C)NC(=O)C(C)n1cccc1C(=O)c1ccccc1 (stereo not given) | 0.03 | i
C=CCOc1ccc(CNCCc2ccc(S(N)(=O)=O)cc2)cc1 | 0.26 | i
CCOc1ccc(C(C)=O)cc1COC(=O)CCc1cc(OC)c(OC)c(OC)c1 | -3.6 | i
Cc1cc(C)nc(NC(=O)CSc2nc3ccccc3s2)n1 | -0.33 | i
CCc1nnc(NC(=O)CSc2nnc(Cc3cc(=O)[nH]c(=O)[nH]3)n2-c2cccc(OC)c2)s1 | 1.5 | i
CCOc1ccc2ccccc2c1C1NC(=O)N(C)C(C)=C1C(=O)OCCOC (stereo not given) | 1.3 | i
N=c1n(-c2ccccc2)c(O)cc(=O)n1-c1ccccc1 | -0.08 | i
C=CCNC(=O)N1C2=NC(C(=O)OC)=C(C(=O)OC)[C@@H]3N(Cc4ccccc4)c4ccccc4[C@]23C[C@H]1C(=O)OC | 0.01 | i
Cc1ccc(C(=O)NCc2ccc(F)cc2)s1 | -0.76 | i
O=C(Nc1ccccc1)c1cccnc1N1CCOCC1 | -0.48 | i
C/C(=N\N1CCN(Cc2ccc(C)cc2)CC1)c1ccco1 | -0.88 | i
CCC(=O)Nc1c(C(=O)N2CCN(c3ccccn3)CC2)cnn1-c1ccc(Cl)cc1 | -0.41 | i
O=C(NCCCNCCCNC(=O)c1ccccn1)c1ccccn1 | 0.09 | i
CC(=O)Nc1ccc(S(=O)(=O)NNC(=O)CCc2ccccc2)cc1 | 0.99 | i
OC(Cn1cncn1)c1ccc(Cl)cc1Cl (stereo not given) | 1.9 | i
CCOC(=O)N1CCN(C(=O)/C(=C/c2ccc(OC)c(OC)c2)NC(=O)c2ccccc2)CC1 | -0.99 | i
COCCSc1nnc(NC(=O)C2CC(=O)N(c3ccc(OC)cc3)C2)s1 (stereo not given) | -0.32 | i
COc1ccccc1N1C(=O)S/C(=C\c2cc(C)n(C)c2C)C1=O | -0.41 | i
O=c1c2cc(N3CCOCC3)ccc2[nH]c(=S)n1CCCN1CCCC1 | 2 | i
Cc1cc(C(=O)COC(=O)c2ccc(Br)o2)c(C)n1C | -2 | i
COc1ccccc1/C=C/CN1CCCC(CCC(=O)NCc2ccc(F)c(F)c2)C1 (stereo not given) | -0.09 | i
O=S(=O)(c1cccs1)N1CCN(CC(O)COC2CCCc3ccccc32)CC1 (stereo not given) | -0.31 | i
CC(=O)N(C)c1ccc(NC(=O)Cc2cccc3ccccc23)cc1 | 0.94 | i
Cc1ccc(-c2nnn(CC(=O)N(CCN3CCOCC3)C(C(=O)NC(C)(C)C)c3ccco3)n2)cc1 (stereo not given) | 0.42 | -6.2*
COc1ccc(NC(=O)/C(=C/c2ccc(OC(C)=O)c(OC)c2)NC(C)=O)cc1 | 0.77 | i
Cc1cc(=O)oc2ccc(OCC(=O)N3CCc4ccccc43)cc12 | 0.65 | i
CC1CC(CC(=O)NC(=S)Nc2ccccc2Cl)C(=O)O1 (stereo not given) | 1.4 | i
COc1ccc(OC)c(NC(=O)CCN2CCCC(C)C2)c1 (stereo not given) | 1.8 | i

From PubChem BioAssay

Compounds as they come; about 1.6% have a hit in one of these screens.
